# Assay outcomes (PubChem)
# Eya2 inh = blocks the phosphatase activity of human Eya2 | Potency, µM (series often up to 76.9 µM), without a hit: at the top dose activity, negative = inhibition, usual class: inhibitors | O00167 | hit rate 0.006% among 330,000 | recombinant Eya2, OMFP fluorescence dephosphorylation (OMFP is methylfluorescein phosphate); note: potency is the fitted concentration of half-maximal effect; % is set by controls: 0 for no effect and ±100 for the full control effect
#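 Eya2 (0.2 uM) preincubated 10 min at ambient with compound, then OMFP substrate added at 50 uM; 10 min reaction in 50 mM HEPES pH 7.5, 50 mM NaCl, 5 uM MgCl2, 0.05% BSA, 1 mM DTT. Fluorescence read at Ex 485/Em 525 nm.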
# MBNL1-CUG inh = MBNL1-poly(CUG) RNA binding inhibition. Potency, µM (titrated, usually from 57.5 µM), for inactives: at the highest dose activity change, negative = inhibition, actives largely listed as inhibitors. Q9NR56. TR-FRET MBNL1-His/biotin-(CUG)12 binding, 665/545 ratio. hit rate 0.036% among 280,000; active = well fitted inhibition curve with a large enough effect in the signal ratio, with a control signal flat, not every such curve was filed as active; inconclusive = small, poorly fitted or top-dose-only effect, or effect the other way, or a change in a side signal; inactive = no such curve, though single readings can be large or run the other way; the % refers to the signal ratio; note: potency is the fitted concentration of half-maximal effect; % is set by controls: 0 for no effect and ±100 for the full control effect
#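 TR-FRET readout: Ex 340 nm, 665/545 nm emission ratio, normalized to buffer-only (basal) and MBNL1-(CUG)12 controls. Complex of MBNL1-His with Biotin-(CUG)12, compounds 92 nM–58 uM, incubated 60 min at room temperature.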
# GALK inhibitor = galactokinase (human) inhibition; P51570; Purified GALK, Kinase-Glo residual ATP luminescence; AID 1868; hit rate 0.007% among 270,000; Potency, µM (titrated, usually from 57.5 µM), inactives show at the highest dose activity change, negative = inhibition, hits mostly inhibitors; note: potency is the fitted concentration of half-maximal effect; % is set by controls: 0 for no effect and ±100 for the full control effect
# Target sequence (P51570 whole entry, looked up): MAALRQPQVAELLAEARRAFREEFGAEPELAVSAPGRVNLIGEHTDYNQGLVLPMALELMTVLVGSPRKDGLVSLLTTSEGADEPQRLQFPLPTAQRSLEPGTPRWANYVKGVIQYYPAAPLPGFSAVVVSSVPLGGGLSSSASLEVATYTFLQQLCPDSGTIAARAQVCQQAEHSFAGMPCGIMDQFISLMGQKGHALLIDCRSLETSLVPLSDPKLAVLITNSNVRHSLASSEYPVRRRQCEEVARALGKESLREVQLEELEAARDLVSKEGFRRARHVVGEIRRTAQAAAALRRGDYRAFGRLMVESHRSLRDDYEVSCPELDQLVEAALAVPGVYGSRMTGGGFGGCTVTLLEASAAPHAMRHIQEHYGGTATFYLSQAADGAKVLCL
#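 GALK at 5 nM final was combined with compound, 35 uM ATP and 100 uM galactose in HEPES pH8.0 with MgCl2 and DTT. The reaction ran one hour at room temperature before luminescent ATP detection.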
# Menin-MLL TR inh = displaces Texas Red mutant MLL peptide from human menin. Menin + Texas Red MLL mutant peptide, fluorescence polarization. O00255. AID 1768. hit rate 0.23% among 270,000. Potency, µM (doses to about 61.6 µM), for inactives: at the highest dose FP activity change, negative = inhibition, actives largely listed as inhibitors; active = well fitted inhibition curve with a large enough effect in the polarisation, with a control signal flat, not every such curve was filed as active; inconclusive = small, poorly fitted or top-dose-only effect, or effect the other way, or a change in a side signal; inactive = no such curve, though single readings can be large or run the other way; the % refers to the polarisation; note: potency is the fitted concentration of half-maximal effect; % of control where 0% means no effect; many of its hits are not listed in these tables
# Target sequence (O00255 whole entry, looked up): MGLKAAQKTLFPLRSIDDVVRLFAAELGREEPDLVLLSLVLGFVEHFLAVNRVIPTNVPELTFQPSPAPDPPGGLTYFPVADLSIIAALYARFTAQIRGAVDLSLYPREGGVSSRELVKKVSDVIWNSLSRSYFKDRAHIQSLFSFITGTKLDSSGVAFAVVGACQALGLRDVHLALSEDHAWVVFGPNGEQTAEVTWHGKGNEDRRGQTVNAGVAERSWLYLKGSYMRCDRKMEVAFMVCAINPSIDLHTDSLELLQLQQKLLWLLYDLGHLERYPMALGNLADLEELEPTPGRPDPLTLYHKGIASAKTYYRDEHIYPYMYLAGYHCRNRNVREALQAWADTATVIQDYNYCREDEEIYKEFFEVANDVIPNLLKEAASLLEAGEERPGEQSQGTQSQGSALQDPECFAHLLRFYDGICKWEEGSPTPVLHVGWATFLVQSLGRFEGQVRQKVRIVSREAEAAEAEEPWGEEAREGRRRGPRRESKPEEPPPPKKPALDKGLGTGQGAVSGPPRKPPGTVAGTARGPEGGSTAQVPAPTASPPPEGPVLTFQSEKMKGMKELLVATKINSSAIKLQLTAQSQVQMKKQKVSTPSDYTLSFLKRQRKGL
# USP2a block = blocks human ubiquitin-specific protease USP2a. USP2 core, Ub-CHOP2 coupled fluorogenic reporter, 485/531. Potency, µM (titrated, usually from 38.3 µM), for the others: at the top dose activity change, negative = inhibition, actives largely listed as inhibitors. hit rate 0.01% among 330,000;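 note: potency is the fitted concentration of half-maximal effect; plate controls were DMSO wells for no effect and full inhibition by NEM control for full effect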
#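 USP2 core (10nM final) preincubated 30min RT with compound in 20mM Tris-HCl pH 8.0, 2mM CaCl2, 2mM beta-mercaptoethanol, 0.05% CHAPS; 25nM Ub-CHOP2 plus 25nM reporter substrate added, fluorescence (Ex485/Em531) read after 60min.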
# BCR signal inh = chronic active BCR signaling inhibition; ABC-DLBCL IkBa-CBG/CBR reporter, luminescence ratio, 4 h; hit rate 0.05% among 340,000; Potency, µM (series often up to 46.1 µM), without a hit: at the highest dose ratio change, negative = lower green/red ratio, hits mostly inhibitors; AID 493014; active = well fitted inhibition curve with a large enough effect in the signal ratio, with a control signal flat, not every such curve was filed as active; inconclusive = small, poorly fitted or top-dose-only effect, or effect the other way, or a change in a side signal; the % refers to the signal ratio;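 note: potency is the fitted concentration of half-maximal effect; plate controls were basal doxycycline-induced cells for no effect and cells given 10 µM MG132 for full effect; MG132 reads +100%, hits lower the ratio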
#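 TMD8 human ABC-DLBCL cells with doxycycline-inducible IκBα–green luciferase fusion and unfused red luciferase, in 0.5% FBS medium; compounds up to 46 uM, 4 h at 37C. Green/red luminescence ratio, filter-overlap corrected, fitted to concentration-response curves.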
# ASM inhibitor = blocks human secretory acid sphingomyelinase. placental ASM, HMU-PC fluorogenic substrate, 60 min. P17405. hit rate 0.006% among 340,000. AID 504937. Potency, µM (series often up to 57.5 µM), inactives show top-dose activity change, negative = inhibition, hits mostly inhibitors; note: potency is the fitted concentration of half-maximal effect
#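 Human placenta-derived ASM enzyme was preincubated with compound for 10 minutes at room temperature, then given fluorogenic substrate HMU-PC0 (9 uM final) for 60 minutes at 37 °C; a pH 10 stop preceded fluorescence reading at Ex 386/Em 447 nm.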
# TSHR antagonist = antagonists of human thyroid stimulating hormone receptor. P16473. TSHR-expressing cells, TSH-stimulated cAMP HTRF, 2 h; stronger effect = lower value. activity change, negative = inhibition, % at 11.5 µM. hit rate 0.2% among 330,000;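 active = activity change below a set negative limit, meaning inhibition stronger than a set level, cut at about -70% in these data; inconclusive = activity change between two set negative limits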; note: % is set by controls: 0 for no effect and ±100 for the full control effect
#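 TSHR-expressing cells, 200/well, pre-treated with compound, then stimulated with EC80 TSH (4nM final) for 2 hours at 37 deg C. cAMP measured by competitive HTRF: anti-cAMP cryptate antibody in lysis buffer plus cAMP-d2, read after 30 minutes at room temperature.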
# Mito fusion yeast = inhibitors of mitochondrial division or activators of mitochondrial fusion; S. cerevisiae fusion-defective mutant growth rescue, CellTiterGlo 48 h; Potency, µM (series often up to 46.1 µM), without a hit: at the top dose growth rescue (activation), hits mostly activators; hit rate 0.23% among 320,000; AID 485298;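 note: potency is the fitted concentration of half-maximal effect; % of control where 0% means no effect; nearly all actives have a fitted effect of over 45% in size; temperature-sensitive fusion mutants such as fzo1-1 at 37 °C on non-fermentable ethanol glycerol medium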
#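 S. cerevisiae fusion-defective temperature-sensitive mutants (e.g. fzo1-1, mgm1-5) grown 48 h at 37C in YPEG (ethanol/glycerol non-fermentable) medium with 23 nl compound per well; growth rescue read as CellTiterGlo luminescence.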
# PKM2 act = activators of human pyruvate kinase M2 | purified PKM2, Kinase-Glo ATP luminescence, activation; response scale: 0% is enzyme alone, no compound | Potency, µM (series often up to 57.5 µM), without a hit: top-dose activation, usual class: activators | AID 1631 | hit rate 0.34% among 260,000; note: potency is the fitted concentration of half-maximal effect; % is set by controls: 0 for no effect and ±100 for the full control effect; nearly all actives have a fitted effect of over 55% in size
#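 ATP formation by purified human PK-M2, quantified via coupled luciferase luminescence after 1 h at room temperature with 0.1 mM ADP and 0.5 mM PEP final.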
# hERG WT inh = inhibitors of human wildtype KCNH2 potassium channel | Q12809 | U2OS, BacMam KCNH2, thallium flux FluxOr; stronger effect = lower value | activity change, % at 1.84 µM | hit rate 0.37% among 340,000;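 active = maximum activity change below -70%; inconclusive = maximum activity change between -70% and -50%; inactive = maximum activity change above -50%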; note: % is set by controls: 0 for no effect and ±100 for the full control effect
#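 U2OS cells transduced with wild-type KCNH2 virus are loaded with FluxOr dye for 45 min, and thallium flux is measured in kinetic reads before and after stimulation buffer. Rate constants are normalized to DMSO controls.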
# The depositor's hits bear a star; u = inconclusive; x = no result given; [ ] = remark or other dose. Unless noted, calls come from the whole dose curve; as a rule, active = well fitted curve in the direction sought with a large enough effect; inconclusive = small, poorly fitted or top-dose-only effect, or another doubt; inactive = no such curve, though single readings can be large; an effect the other way counts as inactive or inconclusive. Only part of the results is shown; rates above refer to the full screens.
SMILES,Eya2 inh,MBNL1-CUG inh,GALK inhibitor,Menin-MLL TR inh,USP2a block,BCR signal inh,ASM inhibitor,TSHR antagonist,Mito fusion yeast,PKM2 act,hERG WT inh
COc1cc(/C=N/Nc2ccccn2)cc(OC)c1O,-6%,u,1%,u,3%,-23%,19%,-5,8%,16%,-2
CCOC(=O)CCNC(=O)N1CCCC(Cc2ccccc2)(C(=O)OCC)C1 (configuration not stated),12%,0%,-3%,-9%,5%,3%,-4%,2,-1%,0%,-5
COc1ccc(S(=O)(=O)Nc2cc(C)nn2-c2ccccc2)cc1,25%,1%,-2%,-14%,3%,-11%,-1%,-1,1%,-6%,-4
N/C(=N\OC(=O)C1CCCCC1)c1cccc(Br)c1,5%,4%,-1%,u,1%,3%,2%,-9,-1%,-8%,20
O=C(O)c1ccc(N=Nc2c(O)[nH]c3cc(Cl)ccc23)cc1,39%,11%,0%,x,-8%,u,-1%,-32,u,-3%,-7
S=C(NC1CCCCC1)NN(c1ccccc1)c1ccccc1,-7%,u,-2%,-1%,3%,7%,-1%,-4,-8%,5%,3
COc1ccc(S(=O)(=O)N2CCC(C)CC2)cc1N(C)S(=O)(=O)c1ccccc1,12%,-2%,-6%,x,1%,-1%,4%,1,1%,-10%,5
CCOC(=O)c1ccc(NC(=O)CC2C(=O)N(c3ccc(F)cc3)C(=O)N2CCC(C)C)cc1 (configuration not stated),7%,-1%,0%,u,-2%,24%,-12%,-10,17%,-3%,-9
O=C(CN1C(=O)NC2(CCOc3ccccc32)C1=O)NCc1ccc(F)cc1 (configuration not stated),0%,x,x,x,1%,8%,-2%,277,-4%,x,-5
C=CCn1c(SCc2ccc3c(c2)OCO3)nc2scc(-c3ccco3)c2c1=O,-1%,9%,-3%,2%,-1%,12%,-4%,0,0%,8%,-5
COC(=O)c1cccc(N2C(=O)C(Cl)=C(N3CCOCC3)C2=O)c1,3%,u,3%,11%,1%,u,0%,-1,-6%,u,-2
CCn1c(SCC(N)=O)nnc1-c1ccco1,15%,-1%,8%,10%,-2%,0%,6%,-2,-6%,-1%,7
Cc1cc(C(=O)Nn2cnnc2)cs1,x,-11%,3%,0%,x,x,-2%,x,-1%,-1%,1
COc1ccc(C(=O)Nc2cccc(-c3ccc(N4CCOCC4)nn3)c2)cc1,-16%,x,x,x,0%,2%,-1%,-21,4%,x,25
O=C(CSc1ccccc1C(=O)NCc1ccccc1)NC12CC3CC(CC(C3)C1)C2,2%,-5%,0%,5%,4%,5%,-3%,-13,u,11%,-3
CC(=O)C1=C(O)C(=O)N(Cc2cccnc2)C1c1ccc(C)cc1 (configuration not stated),0%,7%,-3%,-16%,1%,-15%,x,-6,-1%,1%,x
CCCC(=O)OC(C(=O)Nc1cc(C(F)(F)F)ccc1Cl)c1ccccc1 (configuration not stated),-13%,x,0%,4%,4%,u,-5%,-4,1%,-1%,-17
CCOC(=O)c1sc2nc(C3CC3)cc(-c3ccc(OC)cc3)c2c1N,-14%,3%,-1%,-1%,-1%,-2%,x,7,0%,-8%,-2
Nc1nc(SCC(=O)c2cc(F)ccc2F)n[nH]1,-19%,0%,12%,3%,3%,-4%,4%,-5,-1%,8%,-1
Cc1ccc(CNC(=O)CN(C(=O)N2CCN(C)CC2)S(=O)(=O)c2ccc(C)cc2)cc1,-2%,x,x,x,-4%,7%,-2%,8,-4%,x,-6
Clc1cc(Sc2ccc(Br)cc2)nnc1-c1ccccc1,1%,-5%,3%,-22%,0%,1%,u,-3,8%,-7%,2
O=P(OC1CCCCC1)(OC1CCCCC1)C(O)c1ccccc1 (configuration not stated),-4%,0%,0%,-3%,-2%,19%,0%,-2,4%,4%,1
O=C(c1ccc(-n2cncn2)c([N+](=O)[O-])c1)N1CCN(S(=O)(=O)c2ccc(Cl)cc2)CC1,-8%,u,1%,x,2%,7%,-3%,-3,1%,-1%,3
COc1cc(N2CCCC2)c(OC)cc1/C=C(/C#N)c1cccc(F)c1,26%,-5%,0%,-15%,13%,u,-20%,5,-1%,-10%,-5
COc1ccc(-c2nnc(SC(C)C#N)o2)cc1 (configuration not stated),8%,4%,2%,4%,2%,-1%,2%,8,-4%,u,-9
O=C(Nc1ccccc1)c1c(F)c(F)c(F)c(F)c1F,10%,-1%,0%,4%,0%,-8%,0%,4,1%,2%,0
CC(C)CC(NC(=O)C1CCC(C)CC1)C(=O)Nc1ccc2c(c1)OCCO2 (configuration not stated),-15%,-5%,3%,0%[11.7 µM],-1%,u,-3%,-6,-1%,5%,3
CC(C)(C)c1ccc(C(=O)N2CCN(C(=O)C3CCCCC3)CC2)cc1,2%,0%,-3%,x,-2%,u,x,-5,0%,-2%,6
O=C(COc1ccc(Cl)cc1)NCc1nnc2c3ccccc3c(-c3ccccc3)nn12,-8%,u,1%,-6%,1%,-2%,-14%,-8,25%,7%,x
NC(=O)CSc1cn(Cc2ccccc2)c2ccccc12,10%,6%,-1%,-4%,1%,u,-2%,2,7%,0%,3
CC(C)Cc1cc(C(=O)Nc2cccc(O)c2)no1,-8%,-3%,5%,x,0%,u,-4%,-2,0%,-19%,6
Cc1ccccc1N(CC(=O)NCCSCc1ccco1)S(C)(=O)=O,1%,-16%,0%,8%,1%,-1%,-1%,-4,-6%,11%,19
Cn1c(SCC(=O)Nc2ccccc2)nnc1-c1ccc(NC(=O)CCc2ccccc2)cc1,-8%,9%,-4%,u,2%,-3%,1%,-14,-1%,0%,18
CN(/N=C/c1cccc(Br)c1)C1=NS(=O)(=O)c2ccccc21,8%,3%,x,-14%,5%,u,-10%,-5,22%,x,34
N#Cc1c(-c2ccccc2)cc(-c2ccccc2)nc1Br,0%,-16%,0%,-13%,2%,9%,-6%,0,5%,0%,8
CCOc1ncccc1C(=O)NCc1ccc(OC)c(OC)c1,2%,25%,0%,-14%,6%,13%,5%,-5,2%,-7%,-6
CCOc1ccc(CC(=NCCO)C2=C(O)CC(C)(C)CC2=O)cc1OCC,-9%,-6%,1%,1%,-1%,-9%,0%,-1,-6%,0%,1
CCC(C)(C)C1CCc2[nH]nc(C(=O)NCCNC(=O)OC(C)(C)C)c2C1 (configuration not stated),-15%,x,x,x,1%,0%,-1%,-6,-13%,x,-1
CC(=O)Nc1ccc(S(=O)(=O)NCCS(=O)(=O)N2CCN(c3ccccc3F)CC2)cc1,-1%,-3%,0%,7%,2%,u,-4%,-3,-8%,x,11
O=C1CC2(CCN(C(=O)COc3ccccc3F)CC2)Oc2ccccc21,8%,x,x,x,4%,-12%,0%,6,3%,x,5
CCc1ccc(C(=O)c2cn(CC(=O)Nc3cccc(OC)c3)c3ccc(OC)cc3c2=O)cc1,7%,x,x,x,2%,u,x,5,-2%,x,x
COCCNc1nc(N2CCCCC2)c2cnn(C)c2n1,-12%,-1%,-2%,3%,3%,-3%,3%,7,-1%,1%[0.46 µM],0
COc1cccc(Nc2ccccc2C(=O)O)c1,-1%,-6%,7%,33%[activator],1%,u,7%,-8,12%,-1%,-5
CCCCn1nc(C(=O)N(CC(C)C)c2c(N)n(CCCC)c(=O)[nH]c2=O)c2ccccc2c1=O,5%,x,x,x,-1%,4%,4%,-3,18%,x,-7
COc1ccc2nc(NC(=O)CSc3nnnn3C3CCCCC3)sc2c1,x,-1%,0%,18%,x,x,-26%,x,8%,17%,19
CC(C)(Oc1ccc(Cl)cc1)C(=O)Nc1ccncc1,12%,0%,3%,1%,2%,0%,-2%,10,-1%,-1%,9
Cc1oc2c(c1C(=O)N1CCC(C)CC1)C(=O)c1ccccc1C2=O,-2%,u,x,-8%,-3%,-1%,-2%,13,-5%,-5%,-40
COC(=O)Cc1c(O)ccn(CCc2ccc(S(N)(=O)=O)cc2)c1=O,-2%,-11%,-1%,u,-9%,7%,0%,18,-6%,x,5
COc1ccc(OC(C)C(=O)Nc2ccccc2C(F)(F)F)cc1 (configuration not stated),3%,-18%,2%,0%,1%,8%,-5%,4,25%,-2%,-2
CCCc1nc(SCc2cccnc2)c2c(=O)n(C)c(=O)n(C)c2n1,13%,3%,0%,10%,1%,u,-1%,-16,16%,u,14
